SENP8 block-1 = blocks the human protease SENP8; Q96LD8; purified SENP8, Z-RLRGG-aminoluciferin cleavage, luminescence; inhibition, % at 10 µM; 1.2% of 330,000 active; AID 2540; in the data active means inhibition above about 50%
PfGluPho inh = PfG6PD (Plasmodium falciparum) enzyme inhibition. PfGluPho enzyme, NADPH resazurin-diaphorase fluorescence. inhibition, % at 20 µM. 0.78% of 350,000 active;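 active means inhibition reaching at least a set limit at 20 µM in the primary screen, cut at about 59% in these data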;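 further: 0% = DMSO wells with substrate and 100% = DMSO wells lacking glucose-6-phosphate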
SENP1 inh = SENP1 (human) catalytic domain inhibition; recombinant SENP1 catalytic domain, CyPet-SUMO1-YPet FRET cleavage; inhibition, % at 10 µM; 0.21% of 360,000 active; AID 624204;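 active means inhibition at least 30% at 10 µM, raw YFP signal under a set limit, fluorescence ratio 0.5 to 1.5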;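 further: 0% = enzyme with DMSO and 100% = no enzyme wells; some results filed as inactive read as strong as hits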
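Controls: no-enzyme wells low, DMSO-plus-enzyme wells high control. Test system: human recombinant His6-tagged SENP1 catalytic domain enzyme. Reagent: SFCypet-SUMO1-SFYpet FRET protein substrate, 25 nM final. Doses: one dose per compound, 10 µM, 0.5% DMSO. Detection: FRET, CFP and YFP emission. Timing: 50 min reaction at room temperature.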
SENP8 block-2 = SENP8 (human) protease inhibition; AID 602440; recombinant SENP8, Nedd8 substrate fluorescence; Q96LD8; 0.64% of 360,000 active; inhibition, % at 20 µM; in the data active means inhibition mostly above about 40%, no sharp cut-off; inactive means mostly below about 27%
HKDC1 inh = HKDC1 (human) hexokinase inhibition. 0.16% of 340,000 active. recombinant HKDC1, G6PDH/diaphorase resazurin coupled fluorescence. inhibition, % at 20 µM. Q2TB90;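 active means inhibition above about 35% when tested at 20 µM, limit read from the data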;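 further: plate controls were DMSO wells with enzyme for no effect and DMSO wells lacking enzyme for full effect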
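Assay system: recombinant HKDC1 hexokinase; detection: coupled resazurin fluorescence, excitation 525 nm, emission 613 nm; benchmarks: DMSO-plus-enzyme-mix negative control, buffer-substituted positive control; compound dosing: single 20 µM dose; schedule: 90 min at room temperature in dark; also added: glucose plus 1 mM ATP as hexokinase substrates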
Apaf-1 inh = inhibitors of human Apaf-1 apoptosome; reconstituted apoptosome caspase-3 activity, DEVD-Rh110 fluorescence; inhibition, % at 20 µM; 0.71% of 330,000 active; active means inhibition of at least 40% at 20 µM;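 further: plate controls were DMSO wells for no effect and DEVD-CHO caspase inhibitor wells for full effect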
Target sequence (O14727 whole entry, looked up): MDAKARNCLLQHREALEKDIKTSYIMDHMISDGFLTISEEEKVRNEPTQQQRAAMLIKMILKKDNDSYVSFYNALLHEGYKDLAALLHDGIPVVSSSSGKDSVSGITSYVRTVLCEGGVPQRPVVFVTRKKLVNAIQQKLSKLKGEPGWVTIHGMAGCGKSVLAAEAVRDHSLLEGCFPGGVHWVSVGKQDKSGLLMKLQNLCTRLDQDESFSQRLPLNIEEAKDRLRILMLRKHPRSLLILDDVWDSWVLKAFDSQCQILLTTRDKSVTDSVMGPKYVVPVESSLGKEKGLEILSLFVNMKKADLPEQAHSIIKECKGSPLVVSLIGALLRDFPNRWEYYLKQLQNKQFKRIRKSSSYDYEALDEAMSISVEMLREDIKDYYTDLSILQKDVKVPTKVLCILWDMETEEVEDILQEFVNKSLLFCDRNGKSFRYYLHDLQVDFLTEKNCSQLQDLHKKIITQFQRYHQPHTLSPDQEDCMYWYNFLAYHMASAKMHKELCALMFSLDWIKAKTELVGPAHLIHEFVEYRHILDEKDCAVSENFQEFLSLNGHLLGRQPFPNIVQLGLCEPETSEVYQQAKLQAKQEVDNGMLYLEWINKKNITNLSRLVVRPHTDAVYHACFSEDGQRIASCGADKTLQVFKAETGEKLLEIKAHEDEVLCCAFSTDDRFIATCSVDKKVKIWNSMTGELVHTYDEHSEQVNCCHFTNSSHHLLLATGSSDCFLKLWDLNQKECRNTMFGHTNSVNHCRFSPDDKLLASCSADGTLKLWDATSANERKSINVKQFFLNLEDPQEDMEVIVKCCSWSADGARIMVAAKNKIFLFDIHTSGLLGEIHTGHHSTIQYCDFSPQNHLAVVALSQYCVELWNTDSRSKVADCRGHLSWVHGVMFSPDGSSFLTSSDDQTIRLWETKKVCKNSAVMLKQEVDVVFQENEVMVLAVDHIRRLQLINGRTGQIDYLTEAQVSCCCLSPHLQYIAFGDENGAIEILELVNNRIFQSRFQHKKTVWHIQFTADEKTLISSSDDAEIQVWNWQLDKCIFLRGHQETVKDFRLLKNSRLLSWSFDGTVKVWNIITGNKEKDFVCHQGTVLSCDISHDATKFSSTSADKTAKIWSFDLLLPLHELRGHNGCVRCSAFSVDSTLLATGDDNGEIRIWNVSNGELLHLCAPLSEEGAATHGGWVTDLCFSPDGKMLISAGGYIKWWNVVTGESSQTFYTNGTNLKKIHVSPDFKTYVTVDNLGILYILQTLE
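Assay system – apoptosome proteins · Medium – Hepes buffer, pH 7.5 · Also added – cytochrome c with DEVD-Rh110 · Timing – 30 min compound preincubation, 50 min activation, room temperature · Detection – Rh110 fluorescence, excitation 480 nm, emission 540 nm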
SENP7 inh = inhibitors of human SENP7 protease | Q9BQF6 | recombinant SENP7, Z-RLRGG-aminoluciferin luminescence, 40 min | inhibition, % at 5 µM | 1.5% of 330,000 active | AID 434973;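 active means inhibition above about 50% at the single test dose, limit read from the data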;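 further: plate controls were DMSO with enzyme for no effect and no enzyme buffer wells for full effect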
NALP3 yeast inh = inhibitors of NALP3 inflammasome in yeast. Yeast reconstituted NLRP3/ASC/caspase-1, beta-gal luminescence, 24 h. inhibition, % at 10 µM. 0.39% of 330,000 active. AID 2825;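 active means inhibition of 50% or more; inactive means inhibition below 50%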;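 further: plate controls were induced DMSO wells for no effect and uninduced yeast grown without galactose for full effect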
SENP6 inh = inhibitors of human SENP6 protease; Q9GZR1; Recombinant SENP6 catalytic domain, aminoluciferin luminescence; inhibition, % at 10 µM; 1.8% of 330,000 active;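 active means inhibition above about 50% at the single tested dose, limit read from the data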;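 further: plate controls were DMSO wells with enzyme for no effect and DMSO wells lacking enzyme for full effect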
The depositor's hits bear a star; / = no result given.

SMILES	SENP8 block-1	PfGluPho inh	SENP1 inh	SENP8 block-2	HKDC1 inh	Apaf-1 inh	SENP7 inh	NALP3 yeast inh	SENP6 inh
CCCN(C(=O)/C=C/c1ccco1)c1c(N)n(Cc2ccccc2)c(=O)[nH]c1=O	-3	-8	-2	10	-4	-5	-1	23	-16
Cc1nc(NCCO)c(C#N)c2c1COC(C)(C)C2	-6	-6	1	-432	-4	-6	8	4	-9
O=C(CSc1nnnn1C1CCCC1)c1ccc2c(c1)OCCO2	3	16	3	12	-6	-10	3	9	-33
O=C(NCCc1ccc(Cl)cc1)c1ccc(CNc2c(N3CCOCC3)c(=O)c2=O)cc1	-2	1	-1	20	-5	-1	14	-5	12
CN(C)c1nc(Nc2ccccc2)nc(N(C)C)n1	4	7	-3	13	-3	6	-1	32	-5
O=S(=O)(Nc1ccccc1Cl)c1ccc(F)cc1	-4	1	1	13	-6	-2	-3	-29	0
CCN(Cc1ccccc1)CC(O)COC(c1ccc(OC)cc1)c1ccc(OC)cc1 (stereo unspecified)	0	17	-1	5	-4	16	5	7	0
O=C(Nc1ccccc1N1CCCCC1)c1cccs1	12	-3	-3	7	-2	10	0	21	7
CC12CC3CC(C)(C1)CC(C(=O)NNC(=O)c1ccncc1)(C3)C2	0	1	-1	-5	-5	-3	2	1	5
Cc1c(O)c(=O)ccn1C	-4	-25	3	4	-11	9	3	13	4
COc1cccc(CN2C(=O)CN(C3CCCCC3)C(=O)C2c2ccc(F)cc2)c1 (stereo unspecified)	1	-2	0	17	-8	-2	1	21	23
CCCN1CC(=O)N2C(c3ccccc3)c3[nH]c4ccccc4c3C[C@H]2C1=O (stereo partly specified)	0	-9	-47	-19	6	7	-1	12	-12
COc1ccc(CCNC(=O)C2CCCN(C(=O)c3ccc(Cl)cc3)C2)cc1 (stereo unspecified)	4	-2	0	10	-5	4	-3	28	-12
Cc1occc(=O)c1OCc1c(Cl)cccc1Cl	2	-14	-3	4	4	5	-3	7	0
O=C(Nc1ccccc1N1CCN(C(=O)c2ccccc2)CC1)c1ccccc1Cl	-11	11	-1	19	-4	10	-4	-10	-6
O=C(NC(=O)c1ccccc1F)OCc1ccc(Cl)cc1Cl	-7	-9	2	7	-2	7	1	39	-21
Cc1ccc2nc(-c3ccc(NC(=O)COC(=O)c4cncc(Br)c4)cc3)sc2c1	/	2	-57	-374	-3	/	/	/	/
CC(NS(=O)(=O)c1ccc(Cl)cc1)C(=O)NCCC1=CCCCC1 (stereo unspecified)	7	-9	-1	9	18	1	-4	27	11
CCCN1C(=O)CC(c2ccco2)Sc2ccccc21 (stereo unspecified)	-8	-5	-3	8	-13	-16	-2	-76	-4
O=C(Cn1cnc([N+](=O)[O-])c1)c1ccc(F)cc1	6	-13	2	8	1	-8	-1	12	-5
O=C(O)c1ccc(-n2c(-c3ccc(Br)cc3)n[nH]c2=S)cc1	-4	27	1	7	-4	14	-16	17	-1
O=C(CCNS(=O)(=O)c1ccc(Br)cc1)NC1CCCCC1	-9	-19	0	8	-3	10	-16	5	-24
CCCCNC(=S)Nc1ccc(Cl)cc1	1	0	1	22	-10	6	2	20	-7
CCN1C(=O)c2ccccc2Sc2ccc(C(=O)NC(C)C)cc21	-5	8	1	22	-2	-2	-13	8	5
CCN(CC(=O)Nc1cc(Cl)cc(Cl)c1)CC(=O)NC1CCS(=O)(=O)C1 (stereo unspecified)	6	10	-1	2	-6	-5	1	18	27
N#Cc1ccsc1NC(=O)CN(Cc1ccccc1)Cc1ccccc1	-3	1	0	22	-3	12	3	4	-12
Cc1ccc(C)c(OCCC(=O)OCC(=O)Nc2cccnc2Cl)c1	1	6	0	4	-1	-8	-1	13	-2
CC(Oc1ccc(F)cc1)C(=O)Nc1sc2c(c1C(=O)NCc1cccnc1)CCCC2 (stereo unspecified)	-7	39	-6	-19	1	25	-8	21	-13
CCN1CCN(C(=O)c2[nH]c3ccc(OC)cc3c2C)CC1	-8	1	-1	-152	2	-4	-9	12	-14
O=C(Cn1nnc(-c2ccccc2)n1)NNC(=O)c1ccc(Br)cc1	1	-26	0	0	-9	-7	-6	6	-16
O=C(Nc1cc(Cl)ccc1N1CCOCC1)c1ccc(=O)[nH]c1	-2	-27	-2	12	-10	-6	6	12	4
COc1ccccc1NC(=O)C12CC3CC(C1)CC(c1ccc(C)cc1)(C3)C2	-3	18	1	10	-2	12	-3	-3	8
Cc1[nH]c2ccccc2c1C1=CC(=O)C=CC1=O	/	129*	-6	-33	58*	/	/	/	/
Cc1ccc(S(=O)(=O)NC(CC(C)C)C(=O)N2CCN(C/C=C/c3ccccc3)CC2)cc1 (stereo unspecified)	1	8	-9	-8	-1	24	0	6	-3
COc1ccc(-n2nc(C(=O)NCC(=O)N3CCN(C)CC3)c3ccccc3c2=O)cc1	1	-7	-1	-43	-2	0	-3	12	-18
O=C(NCC(=O)N1CCCCCC1)c1ccc(OC(F)F)cc1	-12	-8	-1	-1	-4	0	-6	11	-5
Cc1nc2c(Br)c(C)nn2c2c1CCC2	-8	6	2	-90	1	7	-3	-4	-16
CCC(C)(C)NC(=O)C(c1ccc(OC)cc1)N(C(=O)CCC(=O)Nc1cc(C)on1)c1cc(OC)ccc1OC (stereo unspecified)	-3	4	0	10	3	7	7	9	-32
Cn1cccc1C(=O)C(=O)Nc1ccccc1	80*	-9	3	24	-3	-19	94*	17	92*
O=C(COc1ccc(Cl)cc1)N(Cc1ccccc1)c1ccccn1	2	-1	0	26	1	16	6	5	1
O=C(NCCS(=O)(=O)NCc1ccccc1Cl)c1ccc2c(c1)OCO2	1	16	1	16	-5	0	-2	-1	5
Cc1cc(F)ccc1NCC(=O)Nc1ccccc1Br	-21	-17	-1	19	-9	15	-3	16	10
COC(=O)CSc1nnc2n(C3CCCCC3)c(=O)c3c4c(sc3n12)CCCC4	-1	3	0	10	0	19	8	16	-7
O=C(CCCN1C(=O)S/C(=C\C=C\c2ccccc2)C1=O)Nc1ccc(C(=O)O)cc1	-24	-11	1	-54	2	9	-18	3	-15
Cc1cc2oc(C(=O)N3CCN(Cc4ccccc4)CC3)c(C)c2cc1C	-2	7	-1	14	2	15	2	12	-3
CCOC(=O)c1c(/N=C/c2cc(C)ccc2O)sc2c1CCC2	-2	4	-15	-24	1	6	4	7	7
CC1CCN(c2ccc([N+](=O)[O-])cc2C(=O)N2CCOCC2)CC1	-8	2	3	19	2	-3	-17	5	3
CC(=O)c1ccc(NC(=O)c2sc3nc(N4CCOCC4)c4c(c3c2N)CCCC4)cc1	8	41	-96	-413	5	18	8	14	11
CCC(C(=O)O)N1C(=O)c2ccccc2C1=O (stereo unspecified)	2	-11	1	9	-8	-3	5	1	-3
Cc1cccc(CS(=O)(=O)c2ncc(CO)n2C)c1	-10	24	2	23	-6	-2	-7	2	-51
C[C@@H]1CC[C@]2(C(=O)O)CC[C@]3(C)C(=CCC4[C@@]5(C)CC[C@H](O)[C@@](C)(C(=O)O)C5CC[C@]43C)C2[C@]1(C)O (stereo partly specified)	8	-1	0	8	1	-2	-4	18	4
CNC(C)C#Cc1ccc2sc3cccc(OC)c3c(=O)c2c1 (stereo unspecified)	-14	27	-31	-243	3	6	0	14	-4
Cc1cc(NC(=O)C(=O)NCCN2CCN(S(C)(=O)=O)CC2)ccc1Br	3	4	2	7	-7	-1	1	0	-1
CC(=NNC(=O)C(C)SC(C)C(=O)NN=C(C)c1cccnc1)c1cccnc1 (stereo unspecified)	/	11	2	7	-10	/	/	/	/
COc1ccc(N2C(=O)CC(NNC(=O)c3ccco3)C2=O)cc1 (stereo unspecified)	-10	-16	-1	13	-6	5	-6	-1	2
O=C(O)/C=C/C(=O)Nc1cccc2c1-c1ccccc1C2=O	/	8	6	-7	-1	/	/	/	/
Cc1cc(C)n(C(=O)c2ccc(S(=O)(=O)NCC3CCCO3)cc2)n1 (stereo unspecified)	-1	14	-5	30	-2	0	3	3	-9
Cc1ccc(S(=O)(=O)N2CCN(C(=O)Cc3ccsc3)CC2)c(C)c1	-5	4	1	-3	-3	15	-1	27	-6
CCNc1nc(NCC)nc(N(C#N)CCOc2ccccc2)n1	-6	-12	1	8	-2	4	-15	14	5
Cc1oc(CC(C)C)cc1C(=O)NCCCC(=O)O	0	-5	-1	5	-13	4	0	12	-14
